High-throughput results from PubChem.
Rab9 promoter act – activators of Rab9 promoter. Potency, µM (titrated, usually from 9.22 µM), for the others: at the highest dose activation, negative = inhibition, usual class: activators. 320,000 tested, 2.8% active. Huh7 Rab9 promoter-luciferase reporter, luminescence, 24 h; further: potency means the concentration at half of the fitted maximal effect; % of control where 0% means no effect; nearly all actives have a fitted effect of over 60% in size
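Huh7 reporter line, Rab9 promoter upstream of luciferase. Compound exposure 24 h at 37 °C in reduced-serum medium with 10% FBS. Read-out: luminescence.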
Menin-MLL TR inh – menin-MLL binding inhibition, Texas Red mutant peptide | 270,000 tested, 0.23% active | Menin + Texas Red MLL mutant peptide, fluorescence polarization | AID 1768 | O00255 | Potency, µM (top dose mostly 61.6 µM), for inactives: at the top dose FP activity change, negative = inhibition, usual class: inhibitors; active means well fitted inhibition curve with a large enough effect in the polarisation, with a control signal flat, not every such curve was filed as active; inconclusive means small, poorly fitted or top-dose-only effect, or effect the other way, or a change in a side signal; inactive means no such curve, though single readings can be large or run the other way; the % refers to the polarisation; further: potency means the concentration at half of the fitted maximal effect; % of control where 0% means no effect; many of its hits are not listed in these tables
BRCA1 expr up – activators of BRCA1 expression | MCF7-BRCA1-FFLuc reporter, luminescence, 48 h; response scale: scaled: vehicle 0%, 10 µM genistein 100% | Potency, µM (series often up to 46.1 µM), without a hit: at the highest dose activation, hits mostly activators | 380,000 tested, 1.1% active; further: potency means the concentration at half of the fitted maximal effect; nearly all actives have a fitted effect of over 80% in size; some results filed as inactive show a strong effect at the top dose
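Cells: MCF7-BRCA1-FFLuc, 2000/well. Exposure: 48 h, 37 °C, 5% CO2. Read: luminescence, 15 min post-substrate. Controls: genistein 10 microM (maximal activation), DMSO (neutral).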
NPC1 prom act – activators of NPC1 promoter. 320,000 tested, 2.4% active. AID 485313. Huh7 NPC1 promoter luciferase reporter, 24 h. Potency, µM (doses to about 9.22 µM), inactives show top-dose activation, usual class: activators;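 further: potency means the concentration at half of the fitted maximal effect; % of control where 0% means no effect; nearly all actives have a fitted effect of over 60% in size; reporter is driven by a mutant NPC1 promoter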
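Huh7 cells stably carrying NPC1 promoter–luciferase, plated in Opti-MEM with 10% FBS for 2 h, were exposed to compound in DMSO for 24 h at 37 °C; luciferase reagent was added for 10 min and luminescence read.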
VP16 counter – inhibits Gal4-VP16 luciferase reporter, ROR gamma counter-screen | Drosophila S2 Gal4-VP16 UAS-luciferase, luminescence, 20 h | Potency, µM (titrated, usually from 53.6 µM), without a hit: at the highest dose activity, negative = inhibition, most hits filed as inhibitors | 310,000 tested, 3.5% active | AID 2546;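 further: Gal4-VP16 expression switched on by copper sulfate through the metallothionein promoter; potency means the concentration at half of the fitted maximal effect; on the % scale 0 is the no-effect control and ±100 the full control effect; nearly all actives have a fitted effect of over 50% in size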
ELG1 genotoxic – inducers of genotoxicity in HEK293T ELG1-luciferase cells. AID 504466. Potency, µM (series often up to 46 µM), for inactives: at the top dose activity change, positive = activation, hits mostly activators. 330,000 tested, 1.3% active. HEK293T ELG1-luciferase reporter, luminescence, 16 h; further: potency means the concentration at half of the fitted maximal effect; % of control where 0% means no effect; nearly all actives have a fitted effect of over 60% in size
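Cells (2,000/well) expressing the ELG1-luciferase fusion are dosed by pin tool and kept 16 hr at 37 °C, 5% CO2. Signal comes from ONE-Glo luciferase reagent after 30 min at room temperature.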
FLuc modulator – counter-screen for miR-21 project: firefly luciferase inhibitors or activators; P08659; 360,000 tested, 6.9% active; purified FLuc, Km substrates, luminescence inhibition; Potency, µM (highest dose often 57.5 µM), inactives show at the highest dose activity change, negative = inhibition, actives largely listed as inhibitors;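 further: potency means the concentration at half of the fitted maximal effect; plate controls were vehicle for no effect and reference inhibitor for full effect; nearly all actives have a fitted effect of over 55% in size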
Target sequence (P08659 whole entry, looked up): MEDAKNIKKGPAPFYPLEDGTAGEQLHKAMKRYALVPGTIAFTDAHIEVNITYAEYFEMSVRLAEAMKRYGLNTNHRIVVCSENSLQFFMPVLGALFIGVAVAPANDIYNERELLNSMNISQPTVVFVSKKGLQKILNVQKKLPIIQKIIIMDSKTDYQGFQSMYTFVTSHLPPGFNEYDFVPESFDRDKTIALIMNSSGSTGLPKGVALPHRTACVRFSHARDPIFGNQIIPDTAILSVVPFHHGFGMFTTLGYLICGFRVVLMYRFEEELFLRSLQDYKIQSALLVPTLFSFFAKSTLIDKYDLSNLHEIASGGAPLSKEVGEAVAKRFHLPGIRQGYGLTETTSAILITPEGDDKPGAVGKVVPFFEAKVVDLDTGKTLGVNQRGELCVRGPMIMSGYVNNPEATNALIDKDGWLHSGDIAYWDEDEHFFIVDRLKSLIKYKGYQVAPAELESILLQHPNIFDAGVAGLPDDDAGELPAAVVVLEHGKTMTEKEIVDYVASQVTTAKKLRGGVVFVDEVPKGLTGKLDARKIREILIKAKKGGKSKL
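Purified P. pyralis luciferase, 10 nM final, with Km-level 10 uM D-luciferin and 10 uM ATP in 50 mM Tris acetate pH 7.5, 10 mM Mg acetate, 0.01% Tween-20, 0.05% BSA; 6-point qHTS titration about 60 µM downward; luminescence read.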
Giardia killer – kills Giardia lamblia. Giardia lamblia trophozoite viability. activity change, % at 7.66 µM, hits read low. 340,000 tested, 0.15% active. AID 540267; in the data active means activity change below about -80%; inconclusive means between about -30% and that limit;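 further: parasites exposed to compound for two days anaerobically before the ATP read; on the % scale 0 is the no-effect control and ±100 the full control effect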
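Killing of trophozoites was scored by loss of ATP luminescence after a 48 hrs anaerobic exposure to compounds at 37 deg C, using 100 cells per well.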
p53 reactivator – restores transcriptional activity of mutant p53; H1299 p53-A138V BP100-luciferase reporter, luminescence, 24 h; Potency, µM (titrated, usually from 92.2 µM), without a hit: at the highest dose activity change, positive = activation, usual class: activators; 320,000 tested, 0.063% active; further: potency means the concentration at half of the fitted maximal effect; % of control where 0% means no effect; nearly all actives have a fitted effect of over 45% in size
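p53-null H1299 cells stably carrying temperature-sensitive p53-A138V and a BP100-luciferase reporter were pinned with compounds (4-point, 1:5 series) and held 24 hrs at 37 deg C. Luminescence was read 10 min after detection reagent.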
PKM2 act – PKM2 (human) enzyme activation; 260,000 tested, 0.34% active; AID 1631; Potency, µM (highest dose often 57.5 µM), for inactives: top-dose activation, usual class: activators; P14618; purified PKM2, Kinase-Glo ATP luminescence, activation; response scale: 0% is enzyme alone, no compound; further: potency means the concentration at half of the fitted maximal effect; on the % scale 0 is the no-effect control and ±100 the full control effect; nearly all actives have a fitted effect of over 55% in size
Target sequence (P14618 whole entry, looked up): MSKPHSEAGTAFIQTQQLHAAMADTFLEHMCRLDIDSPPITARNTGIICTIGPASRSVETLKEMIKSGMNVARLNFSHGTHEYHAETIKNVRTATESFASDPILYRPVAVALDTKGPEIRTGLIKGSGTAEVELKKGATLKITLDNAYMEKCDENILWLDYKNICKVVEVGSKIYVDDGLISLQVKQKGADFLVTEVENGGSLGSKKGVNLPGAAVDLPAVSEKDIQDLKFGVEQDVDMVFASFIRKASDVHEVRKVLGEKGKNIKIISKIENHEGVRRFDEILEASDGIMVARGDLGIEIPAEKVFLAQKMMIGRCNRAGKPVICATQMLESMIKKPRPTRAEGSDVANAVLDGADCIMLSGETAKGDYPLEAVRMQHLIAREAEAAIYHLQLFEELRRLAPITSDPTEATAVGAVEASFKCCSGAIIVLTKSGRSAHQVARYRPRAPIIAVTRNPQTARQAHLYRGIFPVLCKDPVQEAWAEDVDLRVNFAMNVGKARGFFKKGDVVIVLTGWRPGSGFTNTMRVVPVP
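ATP formation by purified human PK-M2, quantified via coupled luciferase luminescence after 1 h at room temperature with 0.1 mM ADP and 0.5 mM PEP final.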
RORgamma inh – blocks mouse ROR gamma transcriptional activity. P51450. Drosophila S2 Gal4-RORgamma UAS-luciferase reporter, 20 h. Potency, µM (doses to about 53.6 µM), for the others: at the highest dose activity change, negative = inhibition, most hits filed as inhibitors. 310,000 tested, 5.4% active. AID 2551; further: potency means the concentration at half of the fitted maximal effect; on the % scale 0 is the no-effect control and ±100 the full control effect; nearly all actives have a fitted effect of over 60% in size
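Stably transfected Drosophila Schneider cells are the test system, with ROR gamma fused to Gal4 and luciferase under UAS control; luminescence is read after 20 hr of 700 uM copper sulfate induction at ambient temperature.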
* hit, by the source's call; u = inconclusive; x = no result given; [ ] = remark or other dose. Unless noted, the call rests on the fitted dose curve; in most records, active means well fitted curve in the direction sought with a large enough effect; inconclusive means small, poorly fitted or top-dose-only effect, or another doubt; inactive means no such curve, though single readings can be large; an effect the other way counts as inactive or inconclusive.

SMILES	Rab9 promoter act	Menin-MLL TR inh	BRCA1 expr up	NPC1 prom act	VP16 counter	ELG1 genotoxic	FLuc modulator	Giardia killer	p53 reactivator	PKM2 act	RORgamma inh
CCc1ccccc1NC(=O)CCC(=O)N1CCSc2ccccc21	-0.6%	4.9%	-7.3%	-4.2%	-0.1%	-7.9%	-0.7%	-4.3	9.1%	-2.7%	2.0%
CCn1cc(/C=C(\NC(=O)c2ccc(OC)cc2)C(=O)N2CCN(C)CC2)c2ccccc21	-10.7%	1.2%	-8.4%	-0.4%	-6.0%	4.2%	1.2%	-9.7	x	11.5%	-7.1%
O=C(CCc1ccccc1)N=C1SC2CS(=O)(=O)CC2N1Cc1ccccc1 (stereo not drawn)	-4.7%	23.5%	3.5%	-5.7%	-26.3%	0.0%[9.26 µM]	1.7%	-2.1	-5.1%	x	-31.7%
CC1(C)CC(=O)CC(=Nc2ccc3[nH]c(=O)[nH]c3c2)C1	-5.9%	-6.3%	9.1%	-4.4%	-5.9%	1.3%	-0.1%	-0.9	-3.5%	-4.0%	-7.9%
O=C(Nc1ccccc1C(=O)N1CCOCC1)c1cc2ccccc2o1	-0.1%	6.1%	4.0%	-4.7%	-10.0%	-14.2%	-2.8%	6.5	15.3%	-0.5%	8.9%
COc1ccccc1Nc1cc(C(=O)N2CCc3ccccc3C2)c2ccccc2n1	10.1%	2.0%	x	0.8%	-7.6%	-13.9%	u	x	0.4%	-0.7%	14.8%
COc1cccc(NC(=O)CNC(=O)c2ccc(OC)c(OC)c2)c1	-3.9%	-14.6%	2.5%	9.3%	2.7%	-0.3%	-1.3%	-4.1	6.6%	-14.4%	15.2%
COCCn1c(C)c(C)c2c(NCCc3ccccc3)ncnc21	0.501µM*	x	-5.2%	0.355µM*	u	u	0.849µM*	8.3	u	x	u
COc1ccc(C2=NS(=O)(=O)N(C)C(C(=O)N3CCOCC3)=C2)cc1OC	-1.5%	-15.3%	-0.5%	-4.0%	-3.8%	-7.6%	4.6%	19.8	3.1%	-6.2%	-4.8%
O=C(Nc1cc(Cl)ccc1N1CCOCC1)c1cc2ccccc2o1	1.3%	x	-41.9%	22.5%	-2.1%	-13.3%	-0.9%	1.3	-3.1%	x	-23.4%
COc1c2ccc(C(=O)NCCCCc3ccccc3)cc2nn1C	0.1%	-19.6%	0.0%	0.6%	-3.0%	1.7%	6.4%	7.2	-1.9%	-0.1%	-1.2%
COc1cc(/C=C2\SC(=S)N(N3CCOCC3)C2=O)ccc1O	2.1%	x	1.3%	1.0%	-16.3%	16.1%	-4.2%	-7.8	0.8%	-0.7%	25.4%
O=C(Nc1cc(C(F)(F)F)ccc1N1CCOCC1)c1c(F)c(F)c(F)c(F)c1F	-3.5%	13.3%	-8.4%	5.8%	5.9%	-0.1%	0.6%	-14.5	3.4%	-2.8%	u
Cc1cc(=O)oc2c3c(cc(OCC(=O)NCc4ccccn4)c12)OC(C)(C)CC3	-3.8%	-25.4%	-12.6%	-6.1%	-3.9%	-0.1%	1.9%	-7.0	x	-0.4%	5.1%
CN(C)Cc1nc2c(c(=O)[nH]1)C(C)(C)Cc1ccccc1-2	-0.7%	-2.1%	4.6%	0.2%	u	-5.5%	-0.2%	-4.4	-1.7%	13.0%	u
CN(C)S(=O)(=O)c1ccc(Cl)c(NC(=O)C2CCN(S(=O)(=O)c3cccs3)CC2)c1	-10.7%	x	-31.3%	-8.6%	x	-5.2%	3.8%	22.5	-1.2%	x	x
COc1ccc(C(=O)Nc2ccc(NC(=O)c3ccccc3)cc2)cc1S(=O)(=O)N1CCOCC1	2.0%	x	-23.8%	-1.7%	u	2.6%	-0.2%	0.0	-0.6%	x	-41.5%
CCOC(=O)C1=NOC2C3CC(C12)C1C(=O)N(CCc2ccc(OC)c(OC)c2)C(=O)C31 (stereo not drawn)	-2.3%	x	1.1%	1.2%	2.9%	1.4%	-1.1%	36.2[activator]	0.9%	1.5%	-3.8%
CC(C)CC(=O)NC(=S)Nc1ccc(N2CCN(C(=O)c3cccs3)CC2)cc1	-1.4%	x	-35.5%	-1.4%	6.31µM*	-14.6%	-1.1%	1.2	-1.8%	-5.0%	7.08µM*
O=C(Cn1cc(SCc2ccc(F)cc2)c2ccccc21)N1CCOCC1	22.1%	2.8%	87.0%	24.7%	u	-1.7%	u	-19.8	28.2µM*	-8.1%	u
O=C(NCC1CCCO1)c1onc(CSc2ccccc2)c1C(=O)O (stereo not drawn)	-4.8%	9.5%	6.1%	1.8%	-5.2%	-0.9%	-10.7%	16.7	-3.6%	-0.4%	-8.8%
CCCNC(=O)Cn1sc2nc(C)cc(C)c2c1=O	-0.7%	x	-18.7%	-2.1%	u	7.4%	u	16.7	-14.5%	-16.9%	u
COc1ccccc1N1CCN(S(=O)(=O)c2cn(C)nc2C)CC1	-5.5%	x	-10.8%	0.3%	-5.8%	6.3%	-1.2%	8.9	7.8%	-5.5%	-20.4%
CC(C)(C)SCCNC(=O)CN(c1ccc(F)c(Cl)c1)S(C)(=O)=O	1.4%	7.2%	0.1%	-2.2%	-0.1%	-1.6%	2.3%	-26.8	-3.4%	0.9%	9.6%
CN(C)c1cc[n+](CC(=O)N2CCCc3ccccc32)cc1	3.9%	-16.7%	0.0%	-1.6%	7.1%	-8.0%	-2.8%	-3.0	-0.2%	0.7%	-0.5%
COC(=O)c1cc(NC(C)=O)ccc1N1CCOCC1	-3.0%	0.2%	2.7%	-0.6%	-4.6%[10 µM]	4.3%	0.6%	7.9	1.0%	-6.5%	4.3%
O=C(NC1CCN(C(=O)Nc2ccccc2Cl)CC1)c1ccccc1	-7.6%	3.7%	-10.3%	0.2%	-4.8%	-0.7%	3.1%	-7.7	0.4%	x	-7.9%
N#C/C(=N\Nc1ccccc1)C(N)=S	-2.2%	x	11.7%	-1.4%	u	-14.0%	-3.3%	-8.6	1.6%	-3.9%	12.6µM*
Cc1noc(C)c1COc1ccc(CC(=O)NC2CCCCCC2)cc1	3.5%	-6.9%	0.0%	-1.6%	-7.9%	-4.2%	-1.2%	2.9	-2.3%	2.1%	12.4%
CCOc1ccc(CCNC(=O)CCNC(=O)c2ccco2)cc1OCC	-0.9%	x	12.6%	-3.7%	-0.3%	9.4%	-0.6%	47.5[activator]	-7.9%	1.3%	-15.0%
CC(=O)c1cc(-c2ccccc2)n(CC(=O)NC(C)(C)C)c1C	-1.4%	-3.9%	33.5%	-3.1%	1.8%	-1.7%	-0.5%	-7.9	-3.6%	1.1%	-0.2%
O=C(CCn1cccc1)Nc1cccc(F)c1	-1.1%	u	2.0%	1.5%	3.1%	-0.1%	-0.8%	2.7	17.9%	4.1%	11.6%
Cc1nnc(SCC(=O)NCc2ccccc2)[nH]c1=O	-10.0%	x	0.8%	-0.6%	0.9%	-2.2%	-1.1%	5.3	2.3%	4.0%	-1.9%
O=C(NC1(Cc2ccccc2)CCN(Cc2ccc(-c3ccccc3)cc2)C1=O)c1ccccc1 (stereo not drawn)	-5.6%	x	-73.1%	-4.9%	x	-14.1%	1.1%	5.9	-6.2%	x	x
Cc1ccc(C(=O)Nc2cc([N+](=O)[O-])ccc2F)s1	-7.5%	10.9%	-12.6%	-4.1%	6.7%	-1.3%	u	u	16.0%	-4.0%	37.4%
Cc1ccc(N=C2C(=O)Nc3ccccc32)cc1	-0.5%	-5.7%	-2.5%	2.7%	2.6%	-2.6%	u	7.5	4.0%	x	0.4%
CCC(=O)N1CCc2cc(S(=O)(=O)NCCC(=O)NC3CCCCCC3)ccc21	-0.4%	11.0%	-33.9%	-1.5%	9.1%	-3.8%	1.6%	-1.1	-3.3%	x	-1.2%
COc1ccc(S(=O)(=O)N2CCOCC2)cc1NC(=O)Cc1ccc2c(c1)OCCO2	0.4%	x	-14.5%	-1.6%	x	0.8%	-9.6%	-2.2	-5.1%	x	x
O=C(COC(=O)c1ccccc1C(=O)c1ccccc1)NCCc1ccccc1	-0.8%	-1.7%	-35.0%	1.9%	-4.2%	-0.7%	-1.0%	2.4	-15.4%	1.4%	20.4%
O=C(Nc1ccccc1)C1CC2CCCC(C1)C2=O (stereo not drawn)	7.1%	13.5%	8.6%	-0.4%	2.2%	-0.6%	2.9%	-15.1	-4.6%	-2.3%	-4.5%

An excerpt, so the mix of outcomes need not match the whole.
